# bCat nuc transl – beta-catenin nuclear translocation modulation | HeLa beta-catenin nuclear translocation, immunofluorescence imaging | nuclear translocation activity, % at 5 µM | 0.3% of 190,000 active | AID 1665;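 active = nuclear translocation activity above 50% at 5 µM, with a well cell count of 50 or more; inconclusive = wells under 50 cells across six images, flagged as toxic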;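 also: per-cell ratio of nuclear to cytoplasmic median beta-catenin stain intensity; plate controls were DMSO negative control for no effect and GSK-3 inhibitor IX positive control for full effect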
#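 Signal – beta-catenin immunofluorescence imaging with DAPI · Test system – human HeLa cell line · Dosing – 5 µM primary single dose, 0.1% DMSO, 0.02–20 µM confirmation series · Measure – % activation, nuclear-to-cytoplasmic median beta-catenin signal ratio per cell · Incubation – 24 h compound exposure at 37°C, 5% CO2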
# MT stabilize HCS – stabilizes microtubules in HeLa cells. % tubulin-high responders, % at 10 µM. HeLa tubulin immunostaining HCS, 24 h; share of cells brighter than vehicle mean+2SD. 0.83% of 200,000 active;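 active = plate Z-score above 3 for both tubulin-high and condensed-nucleus cell shares, with cell loss under 80%, at 10 µM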;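 also: anti alpha tubulin signal scored within the nucleus-defined area of each cell; some results filed as inactive read as strong as hits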
# Autophagy HCS – autophagy modulation, high-content screen | 0.98% of 190,000 active | MEF GFP-LC3 puncta imaging; test concentration mostly 10 µM | calls only at 10 µM (by protocol);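 active = percentage of spot-positive cells more than 3 SD above its plate mean, without a fluorescence outlier flag or 80% toxicity; inconclusive = no clear call, values can overlap the other calls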;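 also: spot-positive cell cutoff set from DMSO-treated cells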
# Dynein cargo inh – blocks dynein driven cargo transport along microtubules; 0.47% of 220,000 active; 3617.4 mouse cells, GR-EGFP nuclear translocation imaging; test concentration mostly 20 µM; stimulated with dexamethasone, 1 µM; hits give low values; AID 1381; z-score, hits read low;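 active = plate z-score of nuclear minus cytoplasmic receptor signal below a set negative limit, without overly bright fluorescence or cell loss, cut at about -3.5 in these data, passing the limit was not always enough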;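 also: z-score of nuclear minus cytoplasmic ring GR-EGFP intensity difference per well; some compounds called inactive have numbers as strong as hits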
#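 Buffer or medium: tet-free, stripped-serum medium; reagent: dexamethasone at 1.0 µM final, 30 min; incubation: 48 h induction, 1 h compound, 30 min dex at 37 °C; measured by: formaldehyde fixation, Hoechst nuclear stain, 10x automated fluorescence imaging; read-out: nuclear-to-cytoplasmic GR-EGFP distribution per well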
# T cell modulator – T cell immune modulation candidate; 2C CD8+ T cell-vesicle binding, flow cytometry; hits give low values; calls only at 7 µM; 0.068% of 330,000 active; AID 2052;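 active = response, share of CD8 T cells binding vesicles, and their 90th percentile fluorescence all below set limits, cut at about 80% in these data, passing the limit was not always enough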
#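 Assay system: 2C TCR transgenic mouse naive CD8+ T cells, MACS-purified | Read-out: CD8+ gate FL2 mean fluorescence as % of same-row positive control | Signal: High-throughput flow cytometry with anti-B7-1 and anti-CD8 staining | Timing: Binding step 1.5 h, 37 °C, antibody labelling 20 min, ice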
# Insulin prom up – MIN6 insulin promoter up-regulation; MIN6 insulin promoter-GFP reporter, high-content imaging; hits give high values; z-score at 5 µM; 0.3% of 190,000 active; AID 1625;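 active = z-score above 3 at 5 µM with at least 500 cells counted in the well; inconclusive = wells under 500 cells, flagged as cytotoxic or low count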
# CSM14.1 death rescue – rescue of cells from ER stress-induced death, primary screen, 384-well, CSM14.1, thapsigargin, ATP luminescence (AID 1222). CSM14.1 thapsigargin-induced death rescue, ATP luminescence; higher % means a stronger effect. cellular ATP content (survival), % at 20 µM, or EC50 in µM where a hit was titrated. 190,000 tested, under 10 active;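 active = EC50 below 50 µM in the dose-response confirmation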;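 also: death triggered by thapsigargin at about 15 µM added after 2 h compound pretreatment; cell ATP read after overnight thapsigargin exposure of roughly 18 to 22 hours; normalized against plate controls of thapsigargin alone and 5% DMSO vehicle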
# Hep lipid drop – modulators of hepatic lipid droplet formation; AML12 mouse hepatocytes, oleate lipid droplets, BODIPY imaging; inhibition, % at 6.5 µM; 0.4% of 240,000 active;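 active = lipid droplet intensity inhibited by at least 50%, with more than 500 cells counted; inconclusive = wells with under 300 cells, treated as cytotoxic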
#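 Material: mouse AML12 hepatocyte cell line, fixed after treatment; Timing: compound with oleate, overnight; Technique: high-content imaging of BODIPY-stained droplets and DAPI nuclei; Probe or stimulus: oleate, 100 µM final; Dosing: compound at 6.5 µM only.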
# Salmonella PhoP GFP – PhoP-dependent GFP reporter repression – Salmonella Typhimurium, primary screen (AID 1863). S. Typhimurium PhoP-regulated promoter GFP reporter, 4 h; higher % means a stronger effect. inhibition, % at 50 µM, or IC50 in µM where a hit was titrated. 0.16% of 300,000 active;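 active = inhibition over 29.93%, a cutoff 3 SD above the screen mean, later confirmed by dose response; inconclusive = inhibition over 29.93% but no dose response follow-up; inactive = inhibition at most 29.93% or unconfirmed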;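 also: 0% = low Mg2+ inducing control and 100% = high Mg2+ repressing control; strong numbers were not always called active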
# Dynein cargo inh cytoplasmic EGFP – second read-out of Dynein cargo inh, no call of its own (marks repeat the call); z-score; measured here: cytoplasmic GR-EGFP intensity; hits give high values
# Dynein cargo inh nuclear GR-EGFP – recorded beside Dynein cargo inh, whose call it bears; z-score; measured here: nuclear GR-EGFP intensity;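 lower value marks the stronger effect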
# Dynein cargo inh cell count – recorded beside Dynein cargo inh, whose call it bears; z-score; measured here: cell count per field
# Insulin prom up cell count – recorded beside Insulin prom up, whose call it bears; cell count; measured here: cytotoxicity, nuclei count;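 total cells summed across four imaged fields per well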
# Hep lipid drop cells 6.5 µM – further read-out of Hep lipid drop, marked with its call; cell count; measured here: cell count, cytotoxicity flag;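 cells counted across two imaged fields per well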
# bCat nuc transl cell count 5 µM – second read-out of bCat nuc transl, no call of its own (marks repeat the call); cell count; measured here: cell count, cytotoxicity flag
# T cell modulator vesicle-bound % – recorded beside T cell modulator, whose call it bears; double positive events, %; measured here: CD8+ vesicle-bound cell fraction;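 binding gate set so that unloaded-vesicle control wells show 10% double positive cells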
# MT stabilize HCS Hoechst-high % – second read-out of MT stabilize HCS, no call of its own (marks repeat the call); % Hoechst-high responders; measured here: nuclear condensation Hoechst responders;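 share of cells brighter than vehicle mean plus two SD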
# MT stabilize HCS cytotoxicity % – further read-out of MT stabilize HCS, marked with its call; toxicity, %; measured here: cytotoxicity by cell density;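 0% = mean cell density of plate MIN control wells and 100% = no cells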
# Autophagy HCS cell loss 18 h – second read-out of Autophagy HCS, no call of its own (marks repeat the call); toxicity, %; measured here: cell loss, nuclei count;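 cell loss after 18 h compound exposure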
# * = called active by the depositor; i = inactive; ? = inconclusive; / = not tested or not shown; + = active, no number. An unsorted share of the library. About 3% of those tested had a hit in this group.
smiles,bCat nuc transl,bCat nuc transl cell count 5 µM,MT stabilize HCS,MT stabilize HCS Hoechst-high %,MT stabilize HCS cytotoxicity %,Autophagy HCS,Autophagy HCS cell loss 18 h,Dynein cargo inh,Dynein cargo inh cytoplasmic EGFP,Dynein cargo inh nuclear GR-EGFP,Dynein cargo inh cell count,T cell modulator,T cell modulator vesicle-bound %,Insulin prom up,Insulin prom up cell count,CSM14.1 death rescue,Hep lipid drop,Hep lipid drop cells 6.5 µM,Salmonella PhoP GFP
NC(=O)CSc1nnc(-c2cnccn2)n1Cc1ccco1,0.1,1340,/,/,/,/,/,-0.408,-0.232,-0.128,0.407,i,44.9,/,/,/,5.0,699,-4.9%
CCC1(CC)NC(=O)N(CC(=O)OCC(=O)Nc2ccccc2[N+](=O)[O-])C1=O,-1.3,987,2.6,1.6,9.5,i,10.7,-0.41,-0.323,-0.241,0.938,i,15.9,/,/,-2.0%,15.5,739,3.5%
COc1cc(C2c3c([nH]c(=O)[nH]c3=O)Nc3ccc4ccccc4c32)ccc1O (stereo unspecified),-3.8,1163,2.0,1.5,2.9,i,-10.0,-0.796,-0.204,-0.369,0.0689,i,63.1,-0.26,1345,-0.6%,0.2,714,-3.1%
CN(C)S(=O)(=O)c1ccc(C(=O)NCCOc2ccc(F)cc2)cc1,0.1,1084,1.7,0.8,7.6,i,-16.0,0.942,-0.0814,0.624,-0.00765,i,12.3,/,/,1.3%,0.7,770,-0.1%
O=C(NCCN1CCOCC1)c1ccc(=O)oc1,-8.5,1107,6.0,2.7,4.3,i,3.7,-0.347,-0.188,0.0763,0.0384,i,41.8,0.43,1272,1.5%,/,/,-0.5%
O=C1CC(SC(=NCc2ccc3c(c2)OCO3)Nc2ccccc2)C(=O)N1c1ccccc1 (stereo unspecified),-0.7,1187,1.7,1.9,10.9,i,3.1,-0.361,-0.245,-0.237,0.999,i,60.2,-0.51,949,0.6%,-15.3,757,14.2%
CCn1c2ccccc2c2cc(CNCc3ccc(OC)cc3OC)ccc21,7.0,860,3.7,3.1,4.7,+,16.6*,-2.5,1.06,-1.13,-1.04,i,4.8,-0.04,1077,-4.1%,3.8,623,2.0%
Cc1coc2cc3oc(=O)c(Cc4ccccc4)c(C)c3cc12,1.6,1102,4.0,1.3,2.0,i,-5.2,-0.872,-0.231,-0.54,0.173,i,36.5,-0.38,1642,0.8%,-12.1,731,4.6%
COC(=O)CNC(=O)CNC(=O)c1nn(-c2ccc(OC)c(Cl)c2)c(=O)c2ccccc12,-0.1,1344,2.1,1.4,4.6,i,37.1,0.346,-0.114,0.769,-0.411,i,56.1,-0.36,1482,-7.0%,/,/,0.4%
COc1cc(C=O)c(Cl)cc1OCC(N)=O,-5.0,1106,6.3,2.6,6.5,i,-23.8,-0.228,0.0234,0.0346,0.347,i,60.9,0.03,1645,-0.9%,5.4,667,-6.8%
O=C(O)c1ccc(S(=O)(=O)Nc2ccc(F)c(Cl)c2)cc1,0.0,1432,3.0,1.6,0.1,i,6.2,-0.0494,-0.207,0.114,-0.127,i,32.8,0.04,1470,-0.6%,/,/,5.2%
CC(C)Nc1nc(Cl)nc(N(C#N)CN2C(=O)c3ccccc3C2=O)n1,0.3,569,4.6,3.1,4.0,i,-4.9,-2.17,0.512,-1.4,0.00166,i,22.8,-0.46,800,-0.9%,-2.4,623,7.3%
Cc1ccc(NC(=O)C2CC(=O)Nc3ncnn32)cc1Cl (stereo unspecified),0.6,1335,/,/,/,/,/,-0.843,-0.177,0.281,-0.392,i,41.2,0.14,1102,/,-17.5,694,2.8%
COc1ccc(Cl)cc1-c1nc(SCC(=O)NCCN2C(=O)CSC2=O)n[nH]1,/,/,3.2,2.0,6.0,i,0.1,-1.02,-0.295,-0.918,1.26,i,42.4,0.07,1212,-1.4%,-3.4,671,4.2%
Cc1c(C(=O)Nc2cnccn2)oc2ccccc12,-0.3,1048,2.6,1.2,1.3,i,3.1,-0.351,-0.235,-0.139,-0.415,i,42.8,0.02,1958,-3.0%,-5.9,654,-3.4%
CCCSc1nnc(C(C)C)n1N,/,/,1.4,0.7,7.2,i,-11.7,0.879,0.185,0.926,-1.2,i,42.7,0.1,904,-1.4%,15.0,830,-7.5%
O=C(Nc1cccnc1)c1sc2cccc(F)c2c1Cl,-3.2,1067,2.7,2.5,6.8,i,13.7,0.425,-0.22,0.955,0.169,i,27.0,-1.28,1538,-1.2%,19.5,688,-1.2%
CCCCCc1nnc(N)s1,-14.9,1246,1.6,1.8,10.8,i,-0.6,-0.722,-0.0461,-0.404,-0.0825,i,38.0,/,/,0.6%,12.9,755,-0.5%
CN(C)CCNC(=O)Nc1ccc([N+](=O)[O-])cc1,-2.2,1099,2.7,1.3,7.3,i,-32.8,-1.21,-0.292,-0.635,1.02,i,23.6,-0.06,1722,-0.2%,6.7,697,-6.1%
O=C(NC1CCCCC1)[C@H](O)[C@@H](O)C(=O)NC1CCCCC1,0.0,1160,4.1,4.1,7.9,i,4.0,0.0199,-0.302,0.0386,-0.589,i,23.0,0.59,1156,0.6%,/,/,9.5%
CCN(CC(=O)Nc1ccc(NC(C)=O)cc1)C(=O)c1n[nH]c(=O)c2ccccc12,1.4,910,1.1,2.3,21.5,i,0.6,0.175,-0.319,-0.267,0.505,i,22.4,-0.22,1136,-1.4%,-5.9,657,-1.5%
NC(=O)c1c[nH]c2ccccc12,-1.2,1056,3.5,2.7,8.6,i,-4.1,0.759,-0.209,0.4,-0.634,i,31.7,0.18,1289,-1.3%,0.3,735,-6.0%
Fc1ccc(N2CCN(C(=S)NCC3CCCO3)CC2)cc1 (stereo unspecified),-0.2,1524,2.0,3.2,6.0,i,9.3,-0.519,-0.144,-0.458,-0.513,i,8.7,/,/,0.0%,-5.1,639,3.5%
O=C(NCCc1cccs1)C1CC(c2ccccc2[N+](=O)[O-])=NO1 (stereo unspecified),-0.2,1395,2.0,1.9,4.8,i,-1.5,-0.483,-0.177,0.22,-0.299,i,48.5,-0.09,1509,-1.4%,/,/,3.4%
Cc1ccc(S(=O)(=O)N(C)c2c(C)ccc(S(=O)(=O)Nc3ccncc3)c2C)cc1,1.8,1097,3.7,2.6,10.5,i,-5.4,-0.367,-0.207,-0.395,0.199,i,24.2,-0.08,1570,0.2%,1.3,638,-11.7%
Cc1ccc(SC(C)C(=O)NCC(C)C)cc1 (stereo unspecified),5.9,1120,3.4,1.7,5.8,i,14.1,-0.388,-0.215,-0.206,-0.261,i,62.5,-0.29,1237,2.0%,-2.8,741,-1.5%
COCCNS(=O)(=O)c1ccc(SC)cc1,0.3,1057,4.1,1.5,1.5,i,-6.7,1.2,-0.258,1.04,0.204,i,15.2,?,/,-2.6%,16.0,675,1.9%
Cc1ccc(NC(=O)CCc2c(C)nc3ncnn3c2C)nc1,-2.2,1343,1.6,2.6,7.6,i,-6.4,-0.74,-0.206,-0.297,0.664,i,22.9,-0.24,1517,-1.0%,/,/,-3.8%
CCc1cccc(CC)c1NC(=O)COC(=O)/C(C#N)=C/c1ccc(OC)cc1,/,/,3.4,2.0,3.8,i,14.2,-0.32,-0.274,-0.497,0.0651,i,16.6,0.62,1284,-0.9%,0.3,730,-7.8%
Cn1c(SCC(=O)c2cccs2)nnc1-c1ccco1,-1.6,1198,0.3,1.7,1.8,i,10.8,-0.432,0.0987,-0.267,0.781,i,13.6,-0.07,1425,-2.8%,/,/,6.7%
Nc1nc(-c2ccc3c(c2)NC(=O)CO3)cs1,3.8,964,1.6,1.2,4.2,i,-11.2,0.193,0.188,0.904,-0.051,i,49.8,0.31,868,2.5%,-1.5,805,6.1%
COc1ccc(C(=O)NCC2CCCO2)cc1OC (stereo unspecified),-0.5,1323,/,/,/,/,/,-1.23,-0.205,-0.267,0.00332,i,53.9,-0.27,1099,/,-1.2,678,-7.4%
C=CCNc1nc(Cl)nc(Nc2ccc(OC)cc2)n1,/,/,2.5,3.2,4.6,i,-10.1,-0.512,-0.19,-0.529,0.362,i,38.4,/,/,-0.2%,/,/,1.0%
O=C(CSC1=Nc2ccccc2C2=NC(Cc3c[nH]c4ccccc34)C(=O)N12)NC1CCCCC1 (stereo unspecified),/,/,3.8,1.2,9.0,i,-2.6,-0.0389,1.22,0.304,0.4,i,11.3,-0.38,932,-0.9%,/,/,8.3%
COc1ccccc1CNC(=O)COC(=O)Cc1c(Cl)cccc1Cl,0.6,1017,2.6,3.2,6.7,i,3.9,-0.181,-0.279,-0.0817,1.27,i,40.2,-0.59,1446,2.0%,12.0,688,-10.7%

# Source: PubChem (several laboratories)
